Compound activity from PubChem BioAssay.
Tcruzi prolif – T. cruzi proliferation inhibition; T. cruzi beta-gal in NIH3T3, GalScreen luminescence, 90 h; inhibition, % at 8.34 µM; 77,000 compounds, 5.9% hits;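 active = mean inhibition above about 93%, with at least 55% of replicates each passing it, limit read from the data, passing the limit was not always enough; inconclusive = only one of those two conditions holds; inactive = neither condition holds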
Pf Dd2 inh – P. falciparum Dd2 growth inhibition. activity change, % at 10 µM. SYBR Green, 72 h; hits give low values. 94,000 compounds, 2.3% hits; in the data active = activity change below about -80%; inconclusive = no clear call, values can overlap the other calls
C diff growth – inhibitors of Clostridium difficile growth | Clostridium difficile clinical isolate growth, OD600, 24 h; hits give low values | growth activity, negative = inhibition, % at 16 µg/mL (by protocol) | 86,000 compounds, 0.25% hits;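 active = mean growth activity at or below -80% and every replicate also at or below -80%; inconclusive = mean at or below -80% but some replicate above -80%; inactive = mean growth activity above -80%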;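 note: 0% = DMSO wells and -100% = levofloxacin 16 µg/mL wells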
KDM4C inh – KDM4C (human) demethylase inhibition; Q9H3R0; GST-KDM4C 2-372, H3K9me3 peptide, LANCE TR-FRET; inhibition, % at 12.5 µM; 96,000 compounds, 0.15% hits;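 active = mean replicate inhibition above about 25%, with at least 55% of replicates also reaching it, limit read from the data, passing the limit was not always enough; inconclusive = only one of those two conditions met; inactive = neither condition met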
Target sequence (Q9H3R0 2-372 limits assumed): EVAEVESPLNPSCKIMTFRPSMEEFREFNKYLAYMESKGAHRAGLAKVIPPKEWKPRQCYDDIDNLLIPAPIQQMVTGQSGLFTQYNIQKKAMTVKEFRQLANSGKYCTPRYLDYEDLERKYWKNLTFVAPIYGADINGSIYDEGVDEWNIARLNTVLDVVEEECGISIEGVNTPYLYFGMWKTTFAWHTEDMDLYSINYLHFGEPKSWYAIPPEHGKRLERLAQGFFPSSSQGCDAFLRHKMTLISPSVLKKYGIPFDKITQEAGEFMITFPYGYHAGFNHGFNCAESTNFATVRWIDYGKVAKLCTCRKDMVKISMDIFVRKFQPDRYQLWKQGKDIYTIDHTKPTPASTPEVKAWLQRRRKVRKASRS
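Material: GST-tagged GASC-1 (JMJD2C) catalytic fragment, aa 2-372. Input: enzyme final amount 10 nM. Medium: HEPES buffer, pH 7.5, plus ascorbate. Reagent: H3K9me3 peptide substrate, Fe(II), 2-oxoglutarate. Doses: single dose. Times: reaction 30 min RT, detection step 1 h RT. Measured by: LANCE TR-FRET. Evaluation: Fall in 671/618 emission ratio as inhibition.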
* = called active by the depositor; ? = inconclusive; nt = no result given; & = joins results of further samples; ! = a repeat was not active.

SMILES	Tcruzi prolif	Pf Dd2 inh	C diff growth	KDM4C inh
CC(C)C#Cc1ccc2c(c1)O[C@H](CN(C)C(=O)CN(C)C)[C@@H](C)CN([C@H](C)CO)S2(=O)=O	37.9	-9.4	-0.8	-0.8
CCC(=O)Nc1ccc2c(c1)C(=O)N(C)[C@H]1CC[C@@H](CC(=O)NCCOC)O[C@@H]1CO2	10.2	5.2	-2.9	1.6
COc1ccccc1-c1cnc2c(c1)C(=O)N([C@@H](C)CO)C[C@@H](C)[C@@H](CN(C)Cc1cccc(F)c1)O2	?	-9.7	4.5	0.5
C[C@@H]1CN([C@@H](C)CO)C(=O)c2cc(-c3cncnc3)cnc2O[C@H]1CN(C)C(=O)Cc1ccccn1	-8.4	nt	4.0	0.0
CN1C(=O)c2cc(NC(=O)c3ccc(C(F)(F)F)cc3)ccc2OC[C@H]2O[C@@H](CC(=O)NC3Cc4ccccc4C3)CC[C@H]21	92.9	4.2	-9.1	0.1
C[C@@H]1CN([C@H](C)CO)C(=O)c2cc(NC(=O)CCN3CCOCC3)ccc2O[C@@H]1CN(C)C(=O)Nc1ccccc1	nt	10.7	4.2&2.4	1.0
O=S(=O)(c1ccc(F)cc1)N1C[C@@H]2N[C@H](C1)C2c1ccc(/C=C/c2ccccc2)cc1 (stereo partly specified)	nt	-40.5&-10.9	-98.8*!	-0.7&-3.9
C[C@H](CO)N1C[C@H](C)[C@@H](CN(C)Cc2ccc(Cl)c(Cl)c2)Oc2ccc(NC(=O)CCCN(C)C)cc2CC1=O	24.7	-66.9	1.4	1.1
CC(C)NC(=O)Nc1ccc2c(c1)C(=O)N([C@@H](C)CO)C[C@@H](C)[C@H](CN(C)C(=O)Cc1ccccc1)OCCCC[C@H](C)O2	40.5	-21.0	-6.5	-0.3
O=C(NC[C@H]1CC[C@H]2[C@H](CN2Cc2ccc(Oc3ccccc3)cc2)O1)C1CCOCC1	nt	9.4	-1.3	nt
COc1ccc(-c2cnc3c(c2)C(=O)N([C@@H](C)CO)C[C@@H](C)[C@@H](CN(C)C(=O)Cc2cccnc2)O3)cc1	nt	-28.0	-1.5	1.0
COCC(=O)Nc1ccc2c(c1)[C@@H]1C[C@@H](CC(=O)N[C@@H](C)c3ccccc3)O[C@H](CO)[C@@H]1O2	-42.5	15.3	-8.0	-1.3
CO[C@H]1CN(C)C(=O)c2ccc(NC(=O)NC(C)C)cc2OC[C@H](C)N(C(=O)CN(C)C)C[C@@H]1C	71.8	-4.5	nt	2.1
C[C@@H]1CN([C@@H](C)CO)C(=O)c2cc(NS(C)(=O)=O)ccc2O[C@@H]1CN(C)C(=O)Nc1ccc(C(F)(F)F)cc1	-24.2	-30.9	-3.9	-0.1
C[C@H](CO)N1C[C@H](C)[C@@H](CN(C)C(=O)Nc2ccccc2)Oc2ccc(NS(C)(=O)=O)cc2C1=O	nt	-0.9	-3.1	nt
CCC(=O)Nc1ccc2c(c1)OC[C@@H](C)N(Cc1ccccc1F)C[C@@H](C)[C@H](OC)CN(C)C2=O	32.4	nt	-2.4	14.6
CN(C)C(=O)C[C@@H]1CC[C@H]2[C@H](COc3ccc(NC(=O)c4ccc(F)cc4)cc3C(=O)N2C)O1	-57.4	nt	-5.8	0.7
Cc1ccc(S(=O)(=O)N(C)C[C@H]2Oc3ccc(NC(=O)C4CCCCC4)cc3CC(=O)N([C@H](C)CO)C[C@H]2C)cc1	48.4	-14.3	-2.6	-1.0
C[C@H](CO)N1C[C@H](C)[C@H](CN(C)C(=O)C2CCC2)Oc2ncc(C#CCc3ccccc3)cc2C1=O	nt	-34.2	-13.2	0.6
OC[C@@H]1[C@@H](c2ccc(/C=C/c3ccccc3)cc2)[C@@H]2CN(Cc3cncnc3)CCCCN12	54.8	4.5	-3.5	0.2
COc1ccc(NC(=O)N(C)C[C@@H]2Oc3ccc(NC(=O)c4ccncc4)cc3C(=O)N([C@H](C)CO)C[C@H]2C)cc1	15.0	-5.8	-0.7	-0.2
C[C@H]1CN([C@@H](C)CO)C(=O)c2cc(-c3cccnc3)cnc2O[C@@H]1CN(C)S(C)(=O)=O	8.1	11.9	-1.6	2.0
CCS(=O)(=O)N[C@@H]1C=C[C@H](CC(=O)NCc2ccccn2)O[C@@H]1CO	nt	34.9	-4.2	-0.8
CC(C)NC(=O)N1CCCCN2[C@H](CO)[C@@H](c3ccc(C#C[C@@H](C)O)cc3)[C@@H]2C1	69.9	?	-0.2	-0.2
Cc1noc(C)c1S(=O)(=O)Nc1cccc2c1O[C@@H](CN(C)S(=O)(=O)c1ccc(F)cc1)[C@@H](C)CN([C@@H](C)CO)C2=O	14.0	11.7	-2.3	1.5

Next section, overlapping the part above by 4 compounds.
SMILES	Tcruzi prolif	Pf Dd2 inh	C diff growth	KDM4C inh
C[C@H]1CN([C@@H](C)CO)C(=O)c2cc(-c3cccnc3)cnc2O[C@@H]1CN(C)S(C)(=O)=O	8.1	11.9	-1.6	2.0
CCS(=O)(=O)N[C@@H]1C=C[C@H](CC(=O)NCc2ccccn2)O[C@@H]1CO	nt	34.9	-4.2	-0.8
CC(C)NC(=O)N1CCCCN2[C@H](CO)[C@@H](c3ccc(C#C[C@@H](C)O)cc3)[C@@H]2C1	69.9	?	-0.2	-0.2
Cc1noc(C)c1S(=O)(=O)Nc1cccc2c1O[C@@H](CN(C)S(=O)(=O)c1ccc(F)cc1)[C@@H](C)CN([C@@H](C)CO)C2=O	14.0	11.7	-2.3	1.5
COc1ccc(S(=O)(=O)Nc2ccc3c(c2)CC(=O)N([C@H](C)CO)C[C@H](C)[C@H](CN(C)S(=O)(=O)c2cn(C)cn2)O3)cc1	-12.9	4.9	4.2	-1.4
C[C@H]1CN([C@@H](C)CO)C(=O)c2cc(C3=CCCCC3)cnc2O[C@H]1CN(C)C(=O)NC1CCCC1	nt	-7.3	0.0	-2.9
CO[C@@H]1CC[C@H]2CCN(C)C(=O)CCCN(C)C(=O)c3cc(C#N)ccc3OC[C@@H]1O2	-10.1	nt	-3.2	1.2
C[C@@H]1CCCCO[C@H](CN(C)C(=O)Nc2ccc(F)cc2)[C@H](C)CN([C@H](C)CO)C(=O)c2cc(NS(=O)(=O)c3ccc(F)cc3)ccc2O1	41.7	-87.1*	1.4	9.0
COc1ccc(-c2cnc3c(c2)C(=O)N([C@H](C)CO)C[C@H](C)[C@@H](CN(C)C(=O)NC2CCCC2)O3)cc1	18.0	-31.4	0.2	1.6
C[C@H](CO)N1C[C@H](C)[C@H](CN(C)S(=O)(=O)c2ccc(C#N)cc2)OCc2cnnn2CCCC1=O	nt	25.9	5.4	-1.5
COc1ccc(NC(=O)Nc2ccc3c(c2)C(=O)N([C@H](C)CO)C[C@H](C)[C@@H](CN(C)CC2CC2)OCCCC[C@H](C)O3)cc1	92.5	-84.2*	1.8	0.8
CC(C)NC(=O)N(C)C[C@@H]1Oc2ccc(NS(=O)(=O)c3cn(C)cn3)cc2CC(=O)N([C@H](C)CO)C[C@H]1C	18.6	29.6	7.7	0.6
CN(C)CC(=O)N1CCCCN2[C@@H](CO)[C@@H](c3ccc(-c4cccnc4)cc3)[C@@H]2C1	?	-59.1	6.0	-0.6
O=C(Nc1cccc(F)c1)N1CC(=O)N2[C@H](C1)[C@H](c1ccc(-c3ccc(F)cc3)cc1)[C@@H]2CO	nt	7.6	2.6	0.9
O=S(=O)(c1cccs1)N1CCCCN2[C@H](CO)[C@H](c3ccc(Br)cc3)[C@H]2C1	77.6	-40.7	18.3	-1.7
CC(=O)N(C)C[C@H]1Oc2cc(C#C[C@@H](C)O)ccc2S(=O)(=O)N([C@H](C)CO)C[C@H]1C	34.7	35.4	0.0	2.7
CCC(=O)Nc1ccc2c(c1)C(=O)N(C)[C@@H]1CC[C@@H](CC(=O)NCCc3ccccc3)O[C@H]1CO2	49.1	-4.7	7.9	-0.4
C[C@@H]1CN([C@H](C)CO)C(=O)c2cc(NC(=O)C3CCCCC3)ccc2O[C@H]1CN(C)Cc1ccccc1	-36.6	-3.8	-7.3	0.3
Cc1noc(C)c1S(=O)(=O)N(C)C[C@@H]1OCCCC[C@H](C)Oc2ccc(NC(=O)NC(C)C)cc2C(=O)N([C@H](C)CO)C[C@H]1C	21.9	-4.4	0.0	-0.1
C[C@H](CO)N1C[C@H](C)[C@H](CN(C)C(=O)Nc2ccccc2)Oc2ncc(C#CC3CCCC3)cc2C1=O	60.9	-33.9	-4.8	-0.5
CN1[C@@H]2CN(C(=O)C3CCOCC3)c3ccccc3[C@@H]2[C@@H]1CO	-7.6	27.4	-0.6	-1.2
O=C(c1ccccc1F)N1C[C@@H]2[C@H](c3ccccc31)[C@H](CO)N2C(=O)c1ccccc1	-3.9	-16.8	14.5	-1.5
CCCNC(=O)N(C)C[C@H]1Oc2cc(C#CCC(C)C)ccc2S(=O)(=O)N([C@@H](C)CO)C[C@H]1C	51.0	-9.8	1.2	-1.5
CCc1cnc(N2[C@H](C#N)[C@@H](c3ccccc3)[C@H]2CO)s1	6.5	20.5	-5.5	-1.1
O=C(NC1CCCC1)N1CC(=O)N2[C@H](CO)[C@@H](c3ccc(-c4ccc(F)cc4)cc3)[C@H]2C1	nt	8.2	-7.7	-0.7
CCCNC(=O)N1CC2(CN(C(=O)COC)C2)c2c(n(C)c3cc(OC)ccc23)[C@@H]1CO	nt	-5.3	-2.2	-0.1
CS(=O)(=O)N1Cc2cc(C(=O)NCC3CCCCC3)nc(-c3cccc(-c4cccnc4)c3)c2[C@@H]1CCO	nt	-70.7	-11.9	1.7
O=C(C[C@H]1CC[C@H]2[C@@H](COC[C@H](O)CN2C(=O)Nc2cc(Cl)cc(Cl)c2)O1)NCC1CCCCC1	-2.5	3.7	9.8	3.5
C[C@@H]1CN([C@@H](C)CO)C(=O)c2ccccc2-c2ccccc2CO[C@H]1CN(C)C(=O)Nc1ccc2c(c1)OCO2	7.5	-15.5	-5.3	0.3
SMILES	Tcruzi prolif	Pf Dd2 inh	C diff growth	KDM4C inh
COc1cccc(NC(=O)N2CC(=O)N3[C@@H](CO)[C@@H](c4ccc(C5=CCCC5)cc4)[C@@H]3C2)c1	nt	-0.7	-7.6	-1.0
O=C(C[C@@H]1C[C@H]2c3cc(NC(=O)C4CCC4)ccc3O[C@H]2[C@H](CO)O1)NCCc1ccccc1	7.5	6.3	-0.9	-0.1
Cc1noc(C)c1NC(=O)Nc1cccc2c1O[C@@H](CN(C)C(=O)Nc1ccc(C(F)(F)F)cc1)[C@H](C)CN([C@H](C)CO)C2=O	14.8	12.2	4.3	7.4
C[C@@H]1CN([C@H](C)CO)C(=O)c2cc(NC(=O)c3ccncc3)ccc2O[C@@H](C)CCCCO[C@H]1CN(C)C(=O)Nc1ccccc1	23.1	-5.8	-1.7	-5.1
O=C(c1ccc(F)cc1)N1CCCCN2[C@H](CO)[C@@H](c3ccc(-c4ccccc4)cc3)[C@H]2C1	-21.1	-7.0	5.3	-1.7
COc1ccc(NC(=O)Nc2ccc3c(c2)C(=O)N([C@@H](C)CO)C[C@@H](C)[C@@H](CN(C)S(=O)(=O)c2cn(C)cn2)OCCCC[C@@H](C)O3)cc1	-85.8	-15.3	-6.6	2.2
Cc1ccccc1S(=O)(=O)N(C)C[C@H]1OCc2ccccc2-c2c(n(C)c3ccccc23)C(=O)N([C@H](C)CO)C[C@@H]1C	?	-64.2	nt	-4.4
C[C@H](CO)N1C[C@H](C)[C@H](CN(C)S(=O)(=O)c2cccs2)OCCCC[C@H](C)Oc2ccc(NS(=O)(=O)c3ccc(F)cc3)cc2C1=O	94.4	nt	-10.5	-0.8
C[C@H]1CN([C@@H](C)CO)C(=O)c2cc(C3=CCCC3)cnc2O[C@H]1CN(C)C(=O)Cc1ccncc1	60.9	2.2	2.3	1.3
COc1ccc(CNC(=O)C[C@@H]2CC[C@@H](NC(=O)c3ccc4c(c3)OCO4)[C@H](CO)O2)cc1	-19.8	1.4	-2.4	-0.3
CO[C@@H]1CN(C)C(=O)c2cc(NC(C)=O)ccc2OC[C@H](C)N(Cc2cccc(F)c2)C[C@@H]1C	8.0	-5.4	-20.6	-0.3
C[C@H]1CN([C@@H](C)CO)S(=O)(=O)c2ccc(-c3cncnc3)cc2O[C@@H]1CN(C)C(=O)NC1CCCC1	-61.0	7.0	1.2	0.9
CO[C@@H](CN(C)C(=O)c1ccccc1F)[C@H](C)CN([C@H](C)CO)S(=O)(=O)c1ccc(F)cc1	19.1	-10.7	nt	0.0
CC(C)C#Cc1cnc2c(c1)C(=O)N([C@H](C)CO)C[C@@H](C)[C@@H](CN(C)C(=O)CCN1CCCCC1)O2	-2.8	nt	2.9	0.5
Cc1ccc(S(=O)(=O)N(C)C[C@H]2Oc3ccc(NS(=O)(=O)c4ccc(F)cc4)cc3CC(=O)N([C@H](C)CO)C[C@@H]2C)cc1	-0.5	-46.3	-12.8	-0.7
C[C@@H]1CN([C@H](C)CO)C(=O)c2cccc(NC(=O)C3CCOCC3)c2O[C@H]1CN(C)C(=O)Nc1ccc(F)cc1	-11.1	34.8	-1.8	-1.1

An unsorted share of the library; about 6.7% have a hit in one of these screens.
